# hERG WT inh: inhibitors of human wildtype KCNH2 potassium channel; Q12809; U2OS, BacMam KCNH2, thallium flux FluxOr; active compounds read low; activity change, % at 1.84 µM; 340,000 tested, 0.37% active; AID 720551;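 active means maximum activity change below -70%; inconclusive means maximum activity change between -70% and -50%; inactive means maximum activity change above -50%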; further: on the % scale 0 is the no-effect control and ±100 the full control effect
#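 U2OS cells were transduced with wild-type KCNH2 virus (2.03 x 10^8 / mL) for 4 h at room temperature, then cultured overnight at 37 C. Thallium flux was read with FluxOr dye. Rate constants were normalized to DMSO controls.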
# GALK inh: inhibitors of human galactokinase; P51570; Purified GALK, Kinase-Glo residual ATP luminescence; Potency, µM (doses to about 57.5 µM), inactives show top-dose activity change, negative = inhibition, actives largely listed as inhibitors; 270,000 tested, 0.007% active; AID 1868; further: potency means the concentration at half of the fitted maximal effect; on the % scale 0 is the no-effect control and ±100 the full control effect
#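 ATP-depletion format; final 35 uM ATP, 100 uM D-galactose, 5 nM enzyme; pH 8.0 HEPES/Mg2+ buffer; 60 min RT; luminescence read 10 min after detection reagent.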
# Giardia killer: Giardia lamblia killing. AID 540267. 340,000 tested, 0.15% active. Giardia lamblia trophozoite viability. activity change, % at 7.66 µM, hits read low; in the data active means activity change below about -80%; inconclusive means between about -30% and that limit;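 further: parasites exposed to compound for two days anaerobically before the ATP read; on the % scale 0 is the no-effect control and ±100 the full control effect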
#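 Trophozoites 100 cells/well + cpd; 48 hrs, 37 deg C, anaerobic. ATPLite 1-Step added, 15-30 min RT, luminescence read (ATP-based viability).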
# B2AR arrestin: recruits beta-arrestin to the human beta2-adrenergic receptor; Potency, µM (highest dose often 46.1 µM), for inactives: at the highest dose activation, most hits filed as activators; P07550; 330,000 tested, 0.02% active; beta-arrestin recruitment to beta2AR, cell-based reporter;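 further: potency means the concentration at half of the fitted maximal effect; 0% = DMSO controls and full agonism = EC100 isoproterenol or metaproterenol; nearly all actives have a fitted effect of over 65% in size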
# Target sequence (P07550 whole entry, looked up): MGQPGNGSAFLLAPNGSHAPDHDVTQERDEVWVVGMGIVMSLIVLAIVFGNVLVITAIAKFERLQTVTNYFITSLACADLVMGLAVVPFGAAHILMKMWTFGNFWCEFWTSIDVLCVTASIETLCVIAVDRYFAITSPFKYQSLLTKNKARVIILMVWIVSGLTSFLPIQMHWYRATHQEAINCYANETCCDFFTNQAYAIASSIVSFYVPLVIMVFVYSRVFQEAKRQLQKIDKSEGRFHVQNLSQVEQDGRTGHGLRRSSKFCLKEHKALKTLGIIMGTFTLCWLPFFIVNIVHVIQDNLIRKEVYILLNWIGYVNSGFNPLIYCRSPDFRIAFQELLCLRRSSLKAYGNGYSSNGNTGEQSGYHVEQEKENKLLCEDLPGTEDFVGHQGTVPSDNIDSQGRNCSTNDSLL
# KCNH2 3.1 inh: blocks the human KCNH2 3.1 channel isoform; activity change, % (tested at about 1.8 µM); 340,000 tested, 0.95% active; U2OS KCNH2 3.1, thallium flux FluxOr; active compounds read low; AID 720553;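 active means maximum activity change below -70%; inconclusive means maximum activity change from -70% to -50%; inactive means maximum activity change above -50%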;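 further: thallium influx rate constant from kinetic fluorescence after stimulation buffer; on the % scale 0 is the no-effect control and ±100 the full control effect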
#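 Virally transduced U2OS (3.1 isoform, 4 h infection in dark at RT) → overnight 37 C → FluxOr + Red40 in HBSS/HEPES, 45 min → stimulation buffer, 2 min kinetic read → rate constant vs DMSO controls.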
# PKM2 act: increases activity of human pyruvate kinase M2. purified PKM2, Kinase-Glo ATP luminescence, activation; response scale: 0% is enzyme alone, no compound. Potency, µM (titrated, usually from 57.5 µM), for the others: at the highest dose activation, actives largely listed as activators. 260,000 tested, 0.34% active; further: potency means the concentration at half of the fitted maximal effect; on the % scale 0 is the no-effect control and ±100 the full control effect; nearly all actives have a fitted effect of over 55% in size
# Target sequence (P14618 whole entry, looked up): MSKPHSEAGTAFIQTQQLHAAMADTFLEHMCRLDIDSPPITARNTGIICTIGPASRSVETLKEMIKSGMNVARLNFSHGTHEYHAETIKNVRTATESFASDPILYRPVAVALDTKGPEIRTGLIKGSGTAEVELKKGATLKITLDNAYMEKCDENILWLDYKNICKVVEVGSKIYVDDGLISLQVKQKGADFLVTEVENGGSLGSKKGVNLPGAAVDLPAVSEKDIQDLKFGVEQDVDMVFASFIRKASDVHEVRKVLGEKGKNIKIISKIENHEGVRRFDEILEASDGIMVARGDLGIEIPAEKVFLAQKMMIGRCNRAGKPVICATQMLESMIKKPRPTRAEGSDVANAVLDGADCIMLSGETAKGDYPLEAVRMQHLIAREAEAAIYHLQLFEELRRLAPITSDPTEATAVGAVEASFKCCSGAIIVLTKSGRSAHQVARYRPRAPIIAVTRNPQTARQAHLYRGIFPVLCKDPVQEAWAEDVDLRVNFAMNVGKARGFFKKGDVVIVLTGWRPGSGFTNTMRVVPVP
#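 ATP formation by purified human PK-M2, quantified via coupled luciferase luminescence after 1 h at room temperature with 0.1 mM ADP and 0.5 mM PEP final.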
# TRPV1 agonist: activates the human vanilloid receptor TRPV1; Q8NER1; TRPV1-expressing cells, Fluo-8 calcium influx, agonist mode; activation, % at 8.33 µM; 320,000 tested, 0.19% active; in the data active means activation above about 80%; inconclusive means between about 30% and that limit; further: 0% is about no effect
#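 Fluo-8 calcium influx in TRPV1-expressing cells, kinetic read (ex 480/em 520 nm). Compound added and read 3 min for agonist activity, followed by capsaicin at EC20 final and 2 min further read for enhancement.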
# Coupling enz: coupling enzyme interference in Giardia aldolase counter-screen; coupling enzyme system counterscreen, AmpLite Red fluorescence; activity change, negative = inhibition, % at 58.2 µM, hits read low; 290,000 tested, 0.67% active; in the data active means activity change below about -30%; further: on the % scale 0 is the no-effect control and ±100 the full control effect
#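 Coupling enzymes only (glyceraldehyde-3-phosphate) + compound, at 57.5 uM final, 10 min RT; add substrate/coupling/AmpLite Red mix, 20 min RT; fluorescence ex 525/em 598 nm. Actives flag coupling-system interference.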
# USP2a block: inhibitors of human ubiquitin-specific protease USP2a; USP2 core, Ub-CHOP2 coupled fluorogenic reporter, 485/531; 330,000 tested, 0.01% active; Potency, µM (titrated, usually from 38.3 µM), for the others: top-dose activity change, negative = inhibition, hits mostly inhibitors;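 further: potency means the concentration at half of the fitted maximal effect; plate controls were DMSO wells for no effect and full inhibition by NEM control for full effect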
#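 USP2 core (10nM final) preincubated 30min RT with compound in 20mM Tris-HCl pH 8.0, 2mM CaCl2, 2mM beta-mercaptoethanol, 0.05% CHAPS; 25nM Ub-CHOP2 plus 25nM reporter substrate added, fluorescence (Ex485/Em531) read after 60min.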
# CXXC DNA block: blocks binding of human MLL CXXC domain to DNA | Q03164 | MLL-CXXC / FITC-HOXA9 DNA fluorescence polarization | Potency, µM (highest dose often 115 µM), inactives show at the top dose activity change, negative = inhibition, hits mostly inhibitors | 290,000 tested, 0.037% active | AID 2662; active means well fitted inhibition curve with a large enough effect in the polarisation, with a control signal flat, not every such curve was filed as active; inconclusive means small, poorly fitted or top-dose-only effect, or effect the other way, or a change in a side signal; inactive means no such curve, though single readings can be large or run the other way; the % refers to the polarisation; further: potency means the concentration at half of the fitted maximal effect
#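 Purified MLL-CXXC (added from a 7 uM solution) was preincubated 5 min at ambient with pinned compounds in 50 mM Tris-HCl pH 7.5, 50 mM NaCl, 1 mM DTT, 0.05% BSA. Fluorescein-labeled HOX-A9 DNA (50 nM solution) followed, 30 min, then polarization read.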
# Menin-MLL TR inh: displaces Texas Red mutant MLL peptide from human menin. O00255. Potency, µM (highest dose often 61.6 µM), without a hit: at the top dose FP activity change, negative = inhibition, most hits filed as inhibitors. Menin + Texas Red MLL mutant peptide, fluorescence polarization. 270,000 tested, 0.23% active; active means well fitted inhibition curve with a large enough effect in the polarisation, with a control signal flat, not every such curve was filed as active; inconclusive means small, poorly fitted or top-dose-only effect, or effect the other way, or a change in a side signal; inactive means no such curve, though single readings can be large or run the other way; the % refers to the polarisation; further: potency means the concentration at half of the fitted maximal effect; % of control where 0% means no effect; many of its hits are not listed in these tables
# Active calls of the source: *; ? = inconclusive; · = not tested or not shown; [ ] = remark or other dose. Unless noted, the call rests on the fitted dose curve; in most records, active means well fitted curve in the direction sought with a large enough effect; inconclusive means small, poorly fitted or top-dose-only effect, or another doubt; inactive means no such curve, though single readings can be large; an effect the other way counts as inactive or inconclusive. These rows are one share of the data (hit frequency here may not be typical).
SMILES,hERG WT inh,GALK inh,Giardia killer,B2AR arrestin,KCNH2 3.1 inh,PKM2 act,TRPV1 agonist,Coupling enz,USP2a block,CXXC DNA block,Menin-MLL TR inh
N=c1c(C(=O)NCc2ccc(F)cc2)cc2c(=O)n3ccccc3nc2n1Cc1ccco1,-17,1%,4,-0.1%,2,-4%,?,-4,3%,3%,-10%
Cc1cccc2c(N=Nc3ccc(S(=O)(=O)Nc4cccc(Cl)c4)cc3[N+](=O)[O-])c(O)[nH]c12,-29,10%,-28,0.2%,4,-1%,0,5,0%,-23%,?
Cc1cccc(C)c1NC(=O)Cn1nnnc1N,-4,1%,0,0.1%,-91*,·,0,3,0%,0%,4%
CCC1S/C(=N/N=C/c2ccco2)N(c2ccc(F)cc2)C1=O (stereo not given),6,0%,7,0.3%,·,-3%,-3,2,3%,2%,-2%
Cc1nn(C)cc1S(=O)(=O)N1CCN(c2ccccc2)CC1,1,-6%,-7,0.0%,-3,5%,6,2,3%,-5%,-5%
O=C(NCc1cccs1)c1ccc([N+](=O)[O-])cc1Cl,1,1%,-1,-0.3%,14,6%,-1,2,0%,4%,11%
CCN(CCNC(=O)C1CCCN(Cc2nc(-c3ccc(OC)cc3)oc2C)C1)c1ccccc1 (stereo not given),1,-1%,13,-1.1%,-11,2%,3,-4,-19%,2%,-18%
Cc1sc2nc(CN3CCN(S(=O)(=O)c4cccc5nonc45)CC3)[nH]c(=O)c2c1C,8,-1%,7,-0.2%,-24,3%,1,-1,1%,0%,2%
Cc1ccc(NC(=O)CSc2nnc(Cc3ccccc3)o2)cc1,-5,6%,6,-0.1%,5,-3%,5,-1,0%,1%,-3%
Cc1ccc(Cl)cc1NC(=O)CON=C(N)c1ccccc1,-2,·,19,-0.1%,12,·,13,·,0%,·,·

# In the list so far, these contain sulfur:
SMILES,hERG WT inh,GALK inh,Giardia killer,B2AR arrestin,KCNH2 3.1 inh,PKM2 act,TRPV1 agonist,Coupling enz,USP2a block,CXXC DNA block,Menin-MLL TR inh
Cc1cccc2c(N=Nc3ccc(S(=O)(=O)Nc4cccc(Cl)c4)cc3[N+](=O)[O-])c(O)[nH]c12,-29,10%,-28,0.2%,4,-1%,0,5,0%,-23%,?
CCC1S/C(=N/N=C/c2ccco2)N(c2ccc(F)cc2)C1=O (stereo not given),6,0%,7,0.3%,·,-3%,-3,2,3%,2%,-2%
Cc1nn(C)cc1S(=O)(=O)N1CCN(c2ccccc2)CC1,1,-6%,-7,0.0%,-3,5%,6,2,3%,-5%,-5%
O=C(NCc1cccs1)c1ccc([N+](=O)[O-])cc1Cl,1,1%,-1,-0.3%,14,6%,-1,2,0%,4%,11%
Cc1sc2nc(CN3CCN(S(=O)(=O)c4cccc5nonc45)CC3)[nH]c(=O)c2c1C,8,-1%,7,-0.2%,-24,3%,1,-1,1%,0%,2%
Cc1ccc(NC(=O)CSc2nnc(Cc3ccccc3)o2)cc1,-5,6%,6,-0.1%,5,-3%,5,-1,0%,1%,-3%

# The listing continues.
SMILES,hERG WT inh,GALK inh,Giardia killer,B2AR arrestin,KCNH2 3.1 inh,PKM2 act,TRPV1 agonist,Coupling enz,USP2a block,CXXC DNA block,Menin-MLL TR inh
O=C(NC(c1ccccc1)C(Cl)Cl)c1ccccc1 (stereo not given),2,1%,-4,-0.8%,-24,1%,5,2,5%,5%,-4%
O=C(Nc1cccc(S(=O)(=O)N2CCOCC2)c1)c1cc(=O)[nH]c2ccccc12,-3,·,?,0.1%,19,·,·,·,-3%,·,·
C=CCSc1nc(C)c(CC=C)c(=O)[nH]1,1,2%,-1,-0.7%,0,-15%,-1,-4,0%,12%,-3%
CCCCc1cc(=O)oc2cc(OCC(=O)NCCN3CCOCC3)c(Cl)cc12,0,-4%,8,-0.3%,18,·,1,·,2%,-1%,·
CC(=O)N/C(=C\c1ccccc1)C(=O)NCc1ccc2c(c1)OCO2,5,0%,-21,-0.3%,-6,-14%,3,0,26%,27%,18%
O=C1CC(=O)Nc2cc(S(=O)(=O)Nc3ccc(Cl)c(C(F)(F)F)c3)ccc2N1,0,4%,2,0.0%,-5,·,-6,·,5%,3%,·
COc1cc(C(=O)OCc2cccc(S(=O)(=O)N3CCOCC3)c2)ccc1OCC(C)C,-5,·,0,0.2%,-2,·,-4,·,0%,·,·
O=C(O)COc1ccccc1/C=C1\SC(=O)N(Cc2ccc(F)cc2)C1=O,-1,-10%,2,-0.1%,-5,1%,2,8,-1%,-8%,18%
CCCNC(=O)c1ccccc1NC(=O)c1ccc(CSc2ccccc2)cc1,1,1%,15,-0.3%,-35,3%,-2,-7,-1%,1%,?
C=CCc1ccc(OCCCOc2ccc(C)cc2OC)c(OC)c1,-8,1%,3,0.3%,-1,0%,-5,-2,-8%,-3%,1%
COc1ccc(OC)c(/C=N/Nc2nncn2/N=C/c2cc(OC)ccc2OC)c1,-21,·,4,-0.4%,7,-2%,0,-2,0%,1%,-2%
Cc1ccc(-n2c(C)nc3ncnc(-c4ccccc4)c32)cc1,-1,1%,-23,0.2%,-2,0%,3,5,1%,-2%,-5%
COc1ccc(S(=O)(=O)N(CC(=O)NC2CC2)c2ccc(C)cc2)cc1OC,-13,-5%,11,-0.3%,-5,21%,0,2,4%,-5%,1%
O=C(CNC(=O)c1cccc(Br)c1)NCCc1nc2ccccc2[nH]1,0,3%,11,-0.7%,-6,-1%,-1,7,1%,-3%,16%
CCc1noc(C)c1C(=O)N(C)CC(=O)Nc1ccc(OC)cc1,-2,·,9,-0.1%,2,·,5,·,3%,·,·
COc1ccc(/C=C(\C#N)c2n[nH]c(Cn3cncn3)n2)cc1,-1,-2%,16,-0.3%,12,1%,-1,5,2%,?,-14%
Cc1ccc2nc(N3C(=O)C(O)=C(C(=O)c4ccco4)C3c3ccc(C)o3)sc2c1 (stereo not given),-10,-2%,-1,0.1%,1,3%,-2,2,0%,18%,91%[activator]
Cc1[nH]n(-c2ccccc2)c(=O)c1C=Nc1cccc2cccnc12,0,1%,-9,-0.6%,-7,-10%,2,-7,0%,-5%,?
O=C(NCc1ccc(F)cc1)C1(S(=O)(=O)c2ccc(Cl)cc2)CC1,5,-2%,7,-0.4%,-9,·,5,1,2%,4%,1%
c1ccc(NNC2=NCCS2)cc1,23,1%,16,0.1%,21,·,3,5,-10%,-2%,3%
O=c1cc2c(nn1Cc1ccc(Cl)cc1Cl)-c1ccccc1CC2,-1,-3%,0,0.0%,?,3%,30,2,3%,6%,-4%
O=C(C(=C1NCCN1)n1cncn1)c1ccccc1,11,0%,0,-1.7%,2,1%,1,-3,2%,1%,6%
COc1ccc(CCN2C(=O)CC(N3CCN(S(=O)(=O)c4ccccc4)CC3)C2=O)cc1OC (stereo not given),12,-2%,-10,-0.2%,2,9%,2,-3,0%,15%,2%
CC1CCN(C(=O)C2CCN(C(=O)c3ccc(C(C)(C)C)cc3)CC2)CC1,4,5%,-1,0.2%,-7,·,?,0,1%,0%,-28%
CCCCn1c(N2CCC(Cc3ccccc3)CC2)nc2c1c(=O)[nH]c(=O)n2C,-5,1%,10,-0.2%,-34,4%,0,-1,-17%,0%,4%
CC(C)C(O)(C#CCN1CCCCC1)c1ccccc1 (stereo not given),4,0%,-8,-2.1%,-2,2%,0,2,2%,3%,0%
Cc1ccccc1CN1CCN(CC(=O)NCCCN2CCN(c3ccc(F)cc3)CC2)C1=O,-16,-1%,14,0.0%,?,-7%,6,0,1%,4%,-11%
CCOC(=O)c1sc(NC(=O)c2c(OC)cccc2OC)nc1C,2,0%,-27,-1.7%,20,3%,8,-2,1%,-1%,0%
COc1ccc(OC)c(NC(=O)c2ccc3nc(-c4ccccc4)c(-c4ccccc4)nc3c2)c1,·,2%,·,0.2%,·,-5%,2,-3,-1%,4%,0%
O=C(CNC(=O)c1ccc(F)cc1)N/N=C/c1cn[nH]c1-c1ccccc1,-4,3%,16,-0.5%,0,1%,-4,2,-2%,21%,3%
COc1ccccc1N1CCN(C(=O)COc2ccc(Cl)cc2)CC1,-10,3%,0,-0.2%,8,0%,20,0,0%,0%,-19%
O=C(NCC(=O)N(c1cccc(F)c1)C(C(=O)NC1CCCC1)c1cccnc1)c1ccco1 (stereo not given),-4,0%,-14,-0.1%,-2,-1%,1,-3,2%,10%,5%
Cc1ccc(COc2ccc(C)nc2[N+](=O)[O-])cc1,-1,-1%,5,-0.2%,12,3%,14,2,0%,14%,·

# Assay outcomes deposited in PubChem BioAssay by National Center for Advancing Translational Sciences (NCATS).
